SNCA expr inhib: inhibitors of alpha-synuclein (SNCA) gene expression. AID 1671194. actives 0.17% (n = 140,000). Potency, µM (doses to about 57.2 µM), inactives show at the highest dose activity change, negative = inhibition, actives largely listed as inhibitors. HEK-293 SNCA-luciferase knock-in, luminescence, 24 h;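 also: potency is read from the fitted curve at half-maximal effect; plate controls were DMSO cells for no effect and cell-free wells for full effect; nearly all actives have a fitted effect of over 45% in size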
IP6K1 inh: blocks human inositol hexakisphosphate kinase 1; actives 0.81% (n = 140,000); IP6K1 kinase, ADP-Glo luminescence, 2 h; active compounds read low; Q92551; activity change, % (series mostly up to about 58 µM); in the data active = activity change below about -25%
Target sequence (Q92551 whole entry, looked up): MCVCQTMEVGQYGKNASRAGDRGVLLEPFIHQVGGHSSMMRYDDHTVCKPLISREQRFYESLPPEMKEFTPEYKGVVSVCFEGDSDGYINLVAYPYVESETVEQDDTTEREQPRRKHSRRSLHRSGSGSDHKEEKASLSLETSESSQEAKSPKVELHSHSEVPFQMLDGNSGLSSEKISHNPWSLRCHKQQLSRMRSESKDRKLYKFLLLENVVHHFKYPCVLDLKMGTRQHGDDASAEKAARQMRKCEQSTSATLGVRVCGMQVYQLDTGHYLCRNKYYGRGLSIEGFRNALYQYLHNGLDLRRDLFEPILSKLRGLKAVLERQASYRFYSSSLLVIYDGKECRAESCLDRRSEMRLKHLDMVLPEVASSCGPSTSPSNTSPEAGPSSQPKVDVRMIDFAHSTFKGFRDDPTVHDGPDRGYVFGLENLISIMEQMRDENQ
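ADP-Glo luminescence measures ADP made by human IP6K1 during a 2 h RT reaction with ATP/IP6 (mix at 1.3 mM/130 uM); top library doses 57.5 and 19.1 uM final.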
HEK293 viab: counter-screen for SNCA expression inhibitors: cell viability; HEK-293-SNCA-luc viability, GF-AFC fluorescence, 24 h; Potency, µM (doses to about 57.1 µM), without a hit: at the highest dose activity change, negative = cytotoxicity, hits mostly cytotoxic; actives 0.12% (n = 150,000); AID 1671193;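 also: potency is read from the fitted curve at half-maximal effect; 0% = DMSO-treated cells and -100% = medium-only wells without cells; nearly all actives have a fitted effect of over 30% in size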
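Cytotoxicity counterscreen: after 24 h compound treatment of genome-edited SNCA-luciferase HEK-293 cells, live-cell protease substrate GF-AFC read by fluorescence after 30 min; activity scaled between DMSO (0%) and medium-only (-100%), curves Hill-fitted.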
FLuc inh: inhibitors of firefly (Photinus pyralis) luciferase. P08659. purified P. pyralis luciferase, luminescence, biochemical. Potency, µM (top dose mostly 115 µM), inactives show at the top dose activity change, negative = inhibition, actives largely listed as inhibitors. actives 2.5% (n = 76,000); also: potency is read from the fitted curve at half-maximal effect; nearly all actives have a fitted effect of over 65% in size
Target sequence (P08659 whole entry, looked up): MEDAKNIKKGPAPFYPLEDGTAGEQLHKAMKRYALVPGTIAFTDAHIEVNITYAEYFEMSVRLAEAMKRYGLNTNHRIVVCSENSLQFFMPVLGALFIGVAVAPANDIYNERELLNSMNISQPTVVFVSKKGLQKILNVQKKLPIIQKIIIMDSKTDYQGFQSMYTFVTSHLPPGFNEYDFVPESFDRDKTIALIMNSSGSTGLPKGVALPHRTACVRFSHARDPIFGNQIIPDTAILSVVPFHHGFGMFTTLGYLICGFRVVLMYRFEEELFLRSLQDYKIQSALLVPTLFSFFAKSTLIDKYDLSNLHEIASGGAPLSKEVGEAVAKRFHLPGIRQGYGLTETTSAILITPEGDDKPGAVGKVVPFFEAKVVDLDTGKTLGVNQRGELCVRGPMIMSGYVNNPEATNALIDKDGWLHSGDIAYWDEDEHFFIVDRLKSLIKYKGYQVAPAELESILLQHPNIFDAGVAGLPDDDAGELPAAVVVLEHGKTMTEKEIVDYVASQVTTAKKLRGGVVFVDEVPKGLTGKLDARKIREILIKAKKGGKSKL
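Cell-free enzyme assay, 10nM P. pyralis luciferase, luciferin and ATP each at 10uM. Inhibition profiled over a 6-point titration, read as luminescence.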
HEK cytotox: HEK 293 cell cytotoxicity; HEK 293 viability, ATP luminescence (CellTiter-Glo), 48-72 h; Potency, µM (doses to about 115 µM), inactives show at the top dose activity change, negative = cytotoxicity, usual class: inhibitors; actives 6.6% (n = 94,000); AID 1345083; also: potency is read from the fitted curve at half-maximal effect; nearly all actives have a fitted effect of over 60% in size
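Read-out: CellTiter-Glo ATP luminescence. Cells: HEK 293, 250 cells/well. Exposure: 48 or 72 hr, 37 degree Celsius.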
3T3 cytotox: cytotoxic compounds in NIH 3T3 cells; NIH 3T3 viability, CellTiter-Glo ATP luminescence, 48-72 h; AID 1345082; actives 4.3% (n = 94,000); Potency, µM (doses to about 96.7 µM), without a hit: at the top dose activity change, negative = cytotoxicity, most hits filed as inhibitors; also: potency is read from the fitted curve at half-maximal effect; nearly all actives have a fitted effect of over 55% in size
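NIH 3T3 cells at 400 cells/well received 23 nL of compound by pintool and were incubated 48 or 72 h at 37 °C. Viability was read as ATP-coupled CellTiter-Glo luminescence.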
GPT2 inhibitor: GPT2 alanine aminotransferase inhibition | AID 1671188 | actives 0.25% (n = 100,000) | Potency, µM (series often up to 57.7 µM), for the others: at the highest dose activity change, negative = inhibition, actives largely listed as inhibitors | Recombinant GPT2, coupled pyruvate oxidase/HRP Amplex Red fluorescence; also: potency is read from the fitted curve at half-maximal effect; nearly all actives have a fitted effect of over 60% in size; many of its hits are not listed in these tables
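Fluorescence of coupled pyruvate oxidase/HRP/Amplex Red system (50uM Amplex, 30 min, dark) reports pyruvate formed by GPT2. Enzyme reaction: 10ng/uL GPT2, 2mM L-alanine, 250uM a-KG, 30 min room temperature, pH 7.5; 50uM AOA control.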
* marks the source's active call; other numbers are inactive results; i = inactive; ? = inconclusive; . = no result given; & = joins results of further samples; [ ] = remark or other dose. Unless noted, calls follow the shape of the dose curve; as a rule, active = well fitted curve in the direction sought with a large enough effect; inconclusive = small, poorly fitted or top-dose-only effect, or another doubt; inactive = no such curve, though single readings can be large; an effect the other way counts as inactive or inconclusive. Unless noted, % is scaled to controls: 0 for no effect and ±100 for the full control effect.

SMILES	SNCA expr inhib	IP6K1 inh	HEK293 viab	FLuc inh	HEK cytotox	3T3 cytotox	GPT2 inhibitor
O=C(NCC1(COc2cccnc2)C[C@@H](O)[C@@H](O)C1)c1cccnc1 (some centres undefined)	8.1%[87.6 µM]	-17.3	-0.1%[87.6 µM]	3.2%[172 µM]	1.6%[172 µM]	-1.4%[174 µM]	-9.9%[88.5 µM]
Cc1nc(-c2c3n(c(=O)n(CC(=O)Nc4ccc(C)c(C)c4)c2=O)CCCCC3)no1	10.7%	-1.5	14.6%	-2.0%	-11.6%	-29.3%	1.8%
O=C(CCn1cccn1)NC1CC(=O)N(Cc2cccc3ccccc23)C1 (centres undefined)	-0.7%	-0.7	-6.8%	-0.4%	7.9%	i	i
O=C(c1ccn[nH]1)N1C[C@@H](COCC2CC2)[C@H](c2ccncc2)C1	-16.2%	5.8	-16.4%	6.8%	-1.0%	-4.8%	i
O=C(c1ccco1)N1CCCC(c2nc(CCOCC3CCOCC3)no2)C1 (centres undefined)	16.5%	-5.9	-4.6%	-0.6%	-18.9%	-8.4%	i
O=C(C1CC1)N1CCCN(S(=O)(=O)c2ccc3c(c2)OCCO3)c2ccccc21	-11.7%	2.4	-1.7%	-0.2%	i	i	i
COc1cccc(CCC(=O)N2CCC3(CC2)N=C(c2ccc(C)cc2)NO3)c1	-25.5%	2.8	-9.1%	-1.9%	?	-26.0%	4.0%
COc1ccc(Nc2ccnc(N3CCC(NC(=O)C(C)(C)C)CC3)n2)cc1	-7.3%	-5.9	-2.5%[12.5 µM]	.	?	?	-9.1%
CNc1nc(C(=O)NCc2ccc3[nH]c(-c4ccc(F)cc4)c(C)c3c2)cs1	27.9%	-9.4	-25.6%	12.6µM*	39.8µM*	50.1µM*	2.1%
C[C@]12CC[C@@H]3c4ccc(O)cc4CC[C@H]3[C@H]1CC[C@H]2O	-38.3%	.	?	.	.	.	-2.9%
CC(C)c1ccc(C2Sc3ccccc3NC3=C2C(=O)c2ccccc23)cc1 (centres undefined)	?	-2.5	?	.	.	.	.
CCc1ccc(NC(=O)CSC2=Nc3ccccc3C3=NC(CCC(=O)NCc4ccccc4OC)C(=O)N23)cc1 (centres undefined)	-8.0%	-8.2	3.4%	.	.	.	.
Cc1ccc(NC(=O)C2CC(=O)N(c3n[nH]c4cccc(F)c34)C2)nc1 (centres undefined)	1.0%	-10.0	-10.6%	1.5%	5.6%	i	i
COc1ccc(-c2ccc3c(c2)C(=O)N2C[C@@H](NS(=O)(=O)c4ccc(F)cc4)C[C@H]2C(=O)N3)c(OC)c1	?	-0.4	?	-10.6%	28.2µM*	?	?
CCc1ccc(-n2c(=O)c3c4c(sc3n(CC(=O)N3CCCCC3CC)c2=O)CCC4)cc1 (centres undefined)	-22.8%	-14.5	-7.1%	.	.	.	.
Cc1noc([C@@H]2CN(Cc3ccccc3C(F)(F)F)C[C@H]2CO)n1	2.1%	-5.8	6.3%	-1.3%	4.0%	5.0%	i
CC(NCc1ccc2c(c1)nc(NC(=O)c1ccc(-c3cn[nH]c3)s1)n2CC(C)(C)O)C(C)(C)C (centres undefined)	?	.	?	.	.	.	-11.7%
CCN1C(=O)c2ccccc2Sc2ccc(NC(C)=O)cc21	33.2%	14.5	2.6%	.	.	.	.
NC(=O)CO[C@@H]1CO[C@H]2[C@@H]1OC[C@@H]2NC(=O)Nc1ccccc1	4.8%[87.6 µM]	-0.6	1.9%[87.6 µM]	-8.8%[172 µM]	-10.6%[172 µM]	-2.1%[174 µM]	1.8%[88.5 µM]
CN(C)S(=O)(=O)N1CCC2(CCCN(CCCc3ccccc3)C2=O)C1 (centres undefined)	-14.5%	12.2	-12.1%	-6.8%	-14.7%	-7.8%	4.3%
COc1ccc(C(=O)c2cn(CC(=O)Nc3ccc4c(c3)OCCO4)c3ccc(OC)cc3c2=O)cc1	-1.3%	3.5	-2.2%	.	.	.	.
COc1ccc(CNc2nc(-c3ccc(OC)cc3)cc(C(F)(F)F)n2)cc1	-8.8%	-7.8	20.3%	.	.	.	.
O=C(c1ccc(C(F)(F)F)cc1)N1CCC2(CC1)CN[S+](=O)([O-])c1ccccc1N2	-13.2%	28.8	0.7%	-1.2%	-2.1%	-10.0%	i
Fc1cccc(NCc2cccn2-c2nnc(N3CCOCC3)s2)c1	44.7%[activator]	3.8	-4.6%	.	.	.	.
C=CCNC(=O)N[C@H]1CCN2C(=O)c3ccccc3NC(=O)[C@@H]2C1	-2.7%[87.6 µM]	3.6	-1.9%[87.6 µM]	-14.0%[172 µM]	-6.7%[172 µM]	-0.7%[174 µM]	4.2%[88.5 µM]
Cc1ccc(C(C)OC(=O)C2(C)CCC(C(=O)O)C2(C)C)cc1 (centres undefined)	19.9%[25.6 µM]	33.0	3.0%[23.9 µM]	.	.	.	i
CN1C[C@@H](NC(=O)c2ccc(C(C)(C)C)cc2)C[C@H]1c1nc(-c2ccncc2)no1	-3.2%[87.6 µM]	-1.5	-0.4%[87.6 µM]	?	70.8µM*	?	-0.9%[88.5 µM]
COc1ccc(-c2cccc(C(=O)NCc3ccccc3)c2)nn1	.	13.9	.	.	?	?	.
COc1ccccc1N1CCN(C(=O)c2cnn(-c3ccc(F)cc3F)c2C2CCNCC2)CC1	-12.3%	26.2	4.1%	.	.	.	.
O=C(CC1CCCCC1)N1CCCC1c1nncn1Cc1ccncc1 (centres undefined)	14.3%	-0.6	-2.1%	12.1%	4.0%	i	i
CCOC(=O)c1c(NC(=O)c2cc(=O)c3c(C)cc(C)cc3o2)sc(C(C)=O)c1C	48.2%[activator]	-1.6	17.1%	.	.	.	.
Cc1ccc(C)c(N2CCN(C(=O)CCc3conc3-c3ccccc3F)CC2)c1	?	14.1	3.2%	-6.2%	?	?	i
O=C(CCC[C@H]1NC[C@@H]2C[C@H]1CN(Cc1ccccc1)C2)NCC1CC1	-13.3%	-8.9	0.4%	-15.6%	-7.1%	-10.3%	-28.1%
CCOc1ccc(-c2nnc(SCC(=O)NCCc3ccccc3)nc2-c2ccc(OCC)c(OC)c2)cc1OC	30.5%[activator]	18.6	7.5%	.	.	.	.
CC(C)c1noc([C@@H]2C[C@H](NC(=O)Nc3ccccc3)CN2C)n1	-10.0%[87.6 µM]	5.9	-2.7%[87.6 µM]	-1.0%[172 µM]	-3.7%[172 µM]	0.2%[174 µM]	?
Cc1cc(C)cc(-c2ccc(CN3CCCC(NC(=O)Cc4cccc(Cl)c4)C3)cc2)c1 (centres undefined)	?	5.1	-3.1%	.	25.1µM*	?	i
O=C(c1cccc(F)c1)N1CCCC1c1nc(C2CCOCC2)no1 (centres undefined)	7.3%	0.0	-1.6%	0.0%	-0.2%	1.0%	2.2%
Cn1nc(C(=O)N2CCN(c3ccc(Cl)cc3)CC2)c2c1-c1ccccc1SC2	18.2%	28.5	1.4%	.	.	.	.
C[S+](=O)([O-])N1CCN(c2nccc(Nc3ccccc3F)n2)CC1	21.5%	-5.0	21.3%[12.5 µM]	.	-10.3%	-27.1%	i
Cc1ccccc1S(=O)(=O)N1CCC2(CC1)CC(CC(=O)N1CCCC1)CCO2 (centres undefined)	3.7%	11.4	0.2%	5.0%	?	?	1.7%

Another view of 12 compounds above:
canonical_smiles | SNCA expr inhib | IP6K1 inh | HEK293 viab | FLuc inh | HEK cytotox | 3T3 cytotox | GPT2 inhibitor
COc1ccccc1N1CCN(C(=O)c2cnn(-c3ccc(F)cc3F)c2C2CCNCC2)CC1 | -12.3% | 26.2 | 4.1% | . | . | . | .
O=C(CC1CCCCC1)N1CCCC1c1nncn1Cc1ccncc1 (centres undefined) | 14.3% | -0.6 | -2.1% | 12.1% | 4.0% | i | i
CCOC(=O)c1c(NC(=O)c2cc(=O)c3c(C)cc(C)cc3o2)sc(C(C)=O)c1C | 48.2%[activator] | -1.6 | 17.1% | . | . | . | .
Cc1ccc(C)c(N2CCN(C(=O)CCc3conc3-c3ccccc3F)CC2)c1 | ? | 14.1 | 3.2% | -6.2% | ? | ? | i
O=C(CCC[C@H]1NC[C@@H]2C[C@H]1CN(Cc1ccccc1)C2)NCC1CC1 | -13.3% | -8.9 | 0.4% | -15.6% | -7.1% | -10.3% | -28.1%
CCOc1ccc(-c2nnc(SCC(=O)NCCc3ccccc3)nc2-c2ccc(OCC)c(OC)c2)cc1OC | 30.5%[activator] | 18.6 | 7.5% | . | . | . | .
CC(C)c1noc([C@@H]2C[C@H](NC(=O)Nc3ccccc3)CN2C)n1 | -10.0%[87.6 µM] | 5.9 | -2.7%[87.6 µM] | -1.0%[172 µM] | -3.7%[172 µM] | 0.2%[174 µM] | ?
Cc1cc(C)cc(-c2ccc(CN3CCCC(NC(=O)Cc4cccc(Cl)c4)C3)cc2)c1 (centres undefined) | ? | 5.1 | -3.1% | . | 25.1µM* | ? | i
O=C(c1cccc(F)c1)N1CCCC1c1nc(C2CCOCC2)no1 (centres undefined) | 7.3% | 0.0 | -1.6% | 0.0% | -0.2% | 1.0% | 2.2%
Cn1nc(C(=O)N2CCN(c3ccc(Cl)cc3)CC2)c2c1-c1ccccc1SC2 | 18.2% | 28.5 | 1.4% | . | . | . | .
C[S+](=O)([O-])N1CCN(c2nccc(Nc3ccccc3F)n2)CC1 | 21.5% | -5.0 | 21.3%[12.5 µM] | . | -10.3% | -27.1% | i
Cc1ccccc1S(=O)(=O)N1CCC2(CC1)CC(CC(=O)N1CCCC1)CCO2 (centres undefined) | 3.7% | 11.4 | 0.2% | 5.0% | ? | ? | 1.7%

Next structures:
SMILES	SNCA expr inhib	IP6K1 inh	HEK293 viab	FLuc inh	HEK cytotox	3T3 cytotox	GPT2 inhibitor
Cc1ccccc1N1Cc2c(NCCc3ccc(Cl)cc3)ncnc2N(C)CC1=O	4.4%	-9.6	2.5%	-6.8%	?	?	i
COc1cccc(C(=O)N2C(C(=O)NC(C)C)COC23CCN(C(=O)CC(C)(C)C)CC3)c1 (centres undefined)	-16.0%	-8.8	0.4%	-0.4%	-3.1%	i	-6.0%
CN(Cc1ccccc1C(F)(F)F)C1CCc2ccccc21 (centres undefined)	7.8%&22.0%[87.6 µM]	1.5&-1.7	15.8%&-6.0%[87.6 µM]	-2.3%&7.9%[172 µM]	?	-25.3%[138 µM]	i
Cc1ccc(-c2nnc(C3CN(C(=O)CC(C)(C)C)CC34CCOCC4)o2)cc1 (centres undefined)	16.8%	19.7	-17.5%	2.3%	?	-12.1%	i
CCOc1ccccc1CN1CCN(C(=O)CC2CCOCC2)CC1	-13.1%	4.5	14.3%[12.5 µM]	3.7%	5.5%	i	-9.1%
CCOc1ccc(S(=O)(=O)N(CC(=O)Nc2cccnc2)c2ccccc2)cc1	1.3%	27.3	-20.8%	.	.	.	.

These rows are one share of the data. The share of hits here may be higher or lower than overall.
